Source: PubChem
bCat KO growth – primary screen for growth suppressors in beta-catenin knockout HCT116 cells (colon tumor, human) | HCT116 beta-catenin knockout viability, CellTiter-Glo, 60 h; hits give low values | viability, % at 10 µM | 140,000 compounds, 1.5% hits | AID 818, 2007;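 active means viability at or under a set limit, the compound median less 4 SD, cut at about 6% in these data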;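 further: 0% = Hyamine 1622 control at 20 µM and 100% = untreated cell control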
PTEN del growth – growth suppression of PTEN-null HCT116, primary screen, cell-based, CellTiter-Glo. AID 827, 2007. 140,000 compounds, 1.2% hits. viability, % at 10 µM. HCT116 PTEN-null viability, 60 h; hits give low values;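 active means viability at or below a set limit, 4 SD under the median of all tested compounds, cut at about 3.7% in these data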;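 further: PTEN knockout HCT116 line with beta catenin targeted HCT116 as companion control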
Phagocyt inh – inhibitors of macrophage phagocytosis, primary screen, imaging, J774A.1 cells, IgG beads. J774A.1 macrophage IgG-bead phagocytosis. 110,000 compounds, 0.07% hits. inhibition, % at 5 µM;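 active means inhibition above the mean of the plate negative controls plus 5 SD, cut at about 13% in these data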;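 further: phagocytic index as fraction of beads internalized from green versus red external bead signal; plate controls were DMSO negative control for no effect and cytochalasin-D positive control for full effect; some results beyond the cut were filed as inactive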
BB579 growth dn – growth inhibitors of yeast BB579 in restrictive medium, primary screen, yeast lifespan-shortening project, S. cerevisiae; OD615, 48 h; inhibition, % at 10 µM; 140,000 compounds, 0.51% hits; AID 804, 2007;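 active means inhibition above a set limit, 3 SD over the mean compound inhibition, cut at about 44% in these data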; further: inactives centre near -24
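System: DeaD yeast strain BB579; buffer or medium: CSMM-D dextrose restrictive medium; technique: OD at 615 nm; schedule: 4 h cell preincubation, 48 h compound exposure, 30 °C humidified; doses: single 10 µM dose; controls: amphotericin B 10 µg/mL, positive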
Yeast lifespan up – compounds extending yeast replicative lifespan, primary screen, S. cerevisiae, OD615; inhibition of the nicotinamide effect, % at 10 µM; 130,000 compounds, 0.68% hits; S. cerevisiae growth with nicotinamide; deaD strain in restrictive glucose medium;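 active means inhibition above a set limit, placed 3 SD over the median of all compounds, cut at about 26% in these data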;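 further: 0% = nicotinamide-treated wells and 100% = cells grown without nicotinamide; some compounds called inactive have numbers as strong as hits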
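Measured by: optical density (absorbance) at 615 nm; System: modified budding yeast, DeaD strain; Medium: restrictive CSMM-D dextrose medium; Timing: 4 h preincubation then 48 h treatment at 30 °C.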
GALR2 blocker – GALR2 antagonists in receptor-expressing cells, primary screen; Galanin receptor type 2 (Homo sapiens), O43603; 140,000 compounds, 0.39% hits; AID 828, 2007; inhibition, % at 4 µM; antagonist mode; in the data active means inhibition above about 27%;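 further: cells stimulated with galanin 1-16 at roughly its EC80; 0% = agonist challenge control and 100% = basal control without agonist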
Target sequence (O43603 whole entry, looked up): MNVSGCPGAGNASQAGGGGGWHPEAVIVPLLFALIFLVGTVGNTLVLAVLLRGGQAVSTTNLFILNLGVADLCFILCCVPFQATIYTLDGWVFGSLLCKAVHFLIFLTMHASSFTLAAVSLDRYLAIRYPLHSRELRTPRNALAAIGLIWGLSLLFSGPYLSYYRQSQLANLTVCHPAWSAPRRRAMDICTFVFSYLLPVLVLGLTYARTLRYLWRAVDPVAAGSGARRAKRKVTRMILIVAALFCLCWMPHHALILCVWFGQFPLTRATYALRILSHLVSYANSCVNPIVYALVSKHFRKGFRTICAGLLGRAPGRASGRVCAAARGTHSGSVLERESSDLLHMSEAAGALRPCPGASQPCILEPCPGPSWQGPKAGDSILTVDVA
NPY Y2 blocker – NPY-Y2 receptor antagonists, primary screen, cell-based | NPY-Y2 expressing cells, antagonist mode | 140,000 compounds, 0.99% hits | Neuropeptide Y receptor type 2 (Homo sapiens), P49146 | AID 793, 2007 | inhibition, % at 2.7 µM; in the data active means inhibition above about 17%;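 further: 0% = vehicle with agonist challenge and 100% = reference antagonist with challenge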
Target sequence (P49146 whole entry, looked up): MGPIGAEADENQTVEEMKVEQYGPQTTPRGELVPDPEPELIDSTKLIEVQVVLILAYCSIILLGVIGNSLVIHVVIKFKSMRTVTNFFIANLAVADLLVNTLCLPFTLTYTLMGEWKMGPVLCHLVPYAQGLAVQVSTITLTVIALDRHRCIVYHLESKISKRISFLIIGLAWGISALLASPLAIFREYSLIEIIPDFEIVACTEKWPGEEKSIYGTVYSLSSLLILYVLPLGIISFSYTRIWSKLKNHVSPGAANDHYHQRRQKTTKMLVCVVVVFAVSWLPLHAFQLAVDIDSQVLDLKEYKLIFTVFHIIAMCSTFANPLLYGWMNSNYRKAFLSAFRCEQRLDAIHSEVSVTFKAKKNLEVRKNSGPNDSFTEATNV
E-sel TNF inh – E-selectin induction blockers in HUVEC – imaging, immunofluorescence, high content, primary screen. HUVEC TNFa-induced E-selectin immunofluorescence. inhibition, % at 2 µM. 120,000 compounds, 0.71% hits;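 active means inhibition above the batch mean plus 3 SD, and confirmed as a hit on visual image review, cut at about 43% in these data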;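 further: 0% = TNF-stimulated DMSO wells and 100% = unstimulated control wells; not every result past the cut was called active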
Measles CPE – compounds protecting cells from measles virus cytopathic effect, primary screen, measles RdRp inhibitor project, single point, MLSMR library, absorbance; Measles virus-infected cells, CPE protection; 140,000 compounds, 1.5% hits; protection (pct of control), % at 4 µM; in the data active means protection mostly above about 24%, no sharp cut-off; inactive means mostly below about 26%; further: some compounds called inactive have numbers as strong as hits
MRP-1 activ – H69AR viability gain despite doxorubicin, primary screen, MRP-1 activator project, H69AR cells, CellTiter-Glo | 140,000 compounds, 0.61% hits | viability rescue | viability increase, % at 10 µM;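 active means viability gain under doxorubicin at or above a set limit, the compound median plus 3 SD, cut at about 4.7% in these data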;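 further: MRP-1 overexpressing cells given doxorubicin 25 µM after compound pretreatment; 18-22 h compound pretreatment then 72 h with doxorubicin before readout; 0% = doxorubicin-only wells and 100% = vehicle-treated cells without doxorubicin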
Active calls of the source: *; x = no result given; & = joins results of further samples.

SMILES	bCat KO growth	PTEN del growth	Phagocyt inh	BB579 growth dn	Yeast lifespan up	GALR2 blocker	NPY Y2 blocker	E-sel TNF inh	Measles CPE	MRP-1 activ
O=C(Cc1ccccc1)NC1CCN(S(=O)(=O)c2ccc(C(=O)O)cc2)CC1	97	103	x	-38	-6	-22	0	13	5	-0.8
COc1ccc(CCNC(=O)c2cc(-c3ccc(Cl)c(Cl)c3)oc2C)cc1	83	82	2	-30	1	-2	14	37	5	2.4
CC(=O)OC[C@H]1O[C@@H](Sc2cccc3cccnc23)[C@H](OC(C)=O)[C@@H](OC(C)=O)[C@H]1OC(C)=O	101	100	x	-12	2	1	-1	41	10	-4.6
Nc1c(-c2ccccc2)c(CN2CCOCC2)nn1-c1ccccc1	81	75	-8	-26	4	-3	4	4	12	-1.8
CC(=O)c1c(C(C)=O)c(C)n(NC(=O)c2ccncc2)c1C	100	97	x	-33	-14	4	3	-2	5	-2.4
CC(C)(O)[C@H](O)COc1c2occc2cc2ccc(=O)oc12	99	100	x	-32	0	7	2	x	20	-0.6
CN(C)CC(C)(C)CNS(=O)(=O)c1cccc2nsnc12	87	95	-4	-28	5	4	2	2	1	-0.2
CN1CCN(c2nc(-c3cccnc3)nc3ccccc23)CC1	55	73	0	-12	-18	3	1	-8	3	-3.8
COc1cc(C(=O)NCCCNc2ccc([N+](=O)[O-])cc2)cc(OC)c1OC	90	81	x	20	-8	0	-2	2	18	-3.1
O=C(OCCN=C1NS(=O)(=O)c2ccccc21)c1ccncc1	98	98	-2	-12	-4	-16	0	10	11	-2.5
O=C(Oc1ccc2ccccc2c1Br)N1CCCCCC1	81	80	x	-52	-15	11	2	-22	47*	1.4
Cc1ccc(C(=O)COC(=O)C2CC(=O)N(c3nc(-c4ccccc4)cs3)C2)cc1 (configuration not stated)	108	95	0	-47	-1	3	2	1	15	-1.1
O=C1c2oc3ccccc3c(=O)c2C(c2cccnc2)N1Cc1ccco1 (configuration not stated)	95	95	-1	-14	-8	-17	-1	-5	10	-2.0
COc1ccc(C)cc1NC(=O)CN1CCN(c2ccccc2F)CC1	79	77	-5	-36	-6	2	9	-12	24	-1.8
NC(=O)c1c(NC(NC(=O)c2ccco2)C(=O)c2ccc(Cl)cc2)sc2c1CCCC2 (configuration not stated)	92	103	-2	-33	-3	3	-2	22	16	0.3
CCC1(CC)N([O-])C(C)=C(c2ccccc2)[N+]1=O	90	94	-2	6	-21	5	-1	4	4	-0.9
Cn1c(=O)[nH]c(=O)c2c1nc(Br)n2Cc1ccccc1F	x	x	2	x	x	0	2	24	x	x
CCN(CC)C(=O)CCSc1nnc(-c2ccncc2)o1	101	98	0	-2	-1	-3	2	10	12	-0.5
O=C(NCc1ccccc1)C(c1ccc(F)cc1)N(Cc1cccs1)C(=O)c1cnccn1 (configuration not stated)	90	90	14	-50	4	3	3	6	10	-2.1
Cc1cc(C)c(C)c(OCC(=O)N2CCOCC2)c1	85	104&94	0	-16	-12	-17	1	-13	4	-0.6
CCOC(=O)CN1C(=O)CN(c2ccc(C)cc2)C1=O	105	94	-6	-9	-6	-2	4	x	4	-2.1
CCCn1nc(C(=O)Nc2ccc(S(=O)(=O)Nc3nccs3)cc2)c2ccccc2c1=O	98	93	-1	10	-6	2	1	0	13	-3.7
O=S(=O)(c1ccc(Cl)cc1)N1c2ccccc2Oc2nc3ccccc3nc21	81	65	x	11	x	13	1	-8	1	-5.2
Cn1c(-c2c(N)n(C3CCCC3)c3nc4ccccc4nc23)nc2ccccc21	76	72	-1	16	-9	21	1	-10	12	-2.8
CCOC(=O)C1CCN(S(=O)(=O)c2ccc(CC)cc2)CC1	88	90	7	1	4	8	3	x	5	-2.9

Reformatted bar-delimited: entries from further up
Molecule | bCat KO growth | PTEN del growth | Phagocyt inh | BB579 growth dn | Yeast lifespan up | GALR2 blocker | NPY Y2 blocker | E-sel TNF inh | Measles CPE | MRP-1 activ
O=C(Cc1ccccc1)NC1CCN(S(=O)(=O)c2ccc(C(=O)O)cc2)CC1 | 97 | 103 | x | -38 | -6 | -22 | 0 | 13 | 5 | -0.8
COc1ccc(CCNC(=O)c2cc(-c3ccc(Cl)c(Cl)c3)oc2C)cc1 | 83 | 82 | 2 | -30 | 1 | -2 | 14 | 37 | 5 | 2.4
CC(=O)OC[C@H]1O[C@@H](Sc2cccc3cccnc23)[C@H](OC(C)=O)[C@@H](OC(C)=O)[C@H]1OC(C)=O | 101 | 100 | x | -12 | 2 | 1 | -1 | 41 | 10 | -4.6
Nc1c(-c2ccccc2)c(CN2CCOCC2)nn1-c1ccccc1 | 81 | 75 | -8 | -26 | 4 | -3 | 4 | 4 | 12 | -1.8

(cont.)
SMILES	bCat KO growth	PTEN del growth	Phagocyt inh	BB579 growth dn	Yeast lifespan up	GALR2 blocker	NPY Y2 blocker	E-sel TNF inh	Measles CPE	MRP-1 activ
COc1cc(OC)c(OC)cc1/C=N/n1c(C)nnc1C	99	98	-2	-60	-2	-5	4	-20	11	-1.9
COc1ccc(CNn2c(C)nc3ccccc3c2=O)cc1	76	83	x	-8	-9	-1	4	-9	0	-4.1
COC(=O)/C(=C/c1ccc2c(c1)c1ccccc1n2C)NC(=O)c1ccccc1	82	80	-13	-23	-2	1	5	x	8	4.0
CCOC(=O)CCCNC(=O)CCNC(=O)c1ccc(OC(C)C)cc1	96	91	2	-1	-17	-9	0	x	7	-0.6
CS(C)(=O)=NS(=O)(=O)c1ccc(Cl)cc1	104	109	-3	-6	-3	7	1	-62	4	1.1
COc1ccc2cc(CN(Cc3ccco3)Cc3nnnn3C3CCCCC3)c(=O)[nH]c2c1	85	78	-1	-60	-12	-6	5	2	8	-0.3
c1ccc(OCc2nc3ccccc3s2)cc1	81	85	0	-42	-11	1	5	24	10	-1.2
COc1ccc(C(NC(=O)CNC(C)=O)C(=O)Nc2ccc3c(c2)OCCO3)cc1 (configuration not stated)	88	92	x	-44	-5	4	8	x	17	-1.9
CCCCNC(=O)c1c(O)c2cccc3c2n(c1=O)CCC3	65	64	-1	-16	8	5	5	-12	12	-1.5
O=C(CCC(=O)NNC(=S)Nc1ccccc1)NCc1ccccc1	94	102	-1	-4	4	-8	1	2	6	1.7
CCOc1cc2[nH]c(=O)n(CCCCC(=O)NC3CCCCCC3)c(=O)c2cc1OCC	81	74	1	-21	1	-23	1	22	7	-3.9
Cc1c(C(=O)NCc2ccc3c(c2)OCO3)oc2ccc(S(=O)(=O)N3CCC(C)CC3)cc12	67	58	x	-13	-6	-15	6	3	3	-2.3
O=C(CCS(=O)(=O)c1cccc2nsnc12)N1CC(=O)N(CCc2ccccc2)C(=O)C1	106	99	3	-59	-10	11	1	-17	3	0.1
O=C(Nc1cccc(F)c1)N1CCN(C/C=C/c2ccccc2)CC1	91	87	-1	2	-2	0	1	8	6	-2.1
Brc1ccccc1OCCOc1cccc2cccnc12	94	81	-4	-41	-1	-5	6	x	23	0.3
Cc1nn2c(NCCCN3CCOCC3)c3c(nc2c1-c1ccccc1)CCC3	100	89	0	-48	-9	-3	0	x	24	-2.6
Cc1ccc2nc(SCC(=O)c3c(C)[nH]c4ccccc34)[nH]c2c1	96	83	0	-39	1	18	1	x	10	-1.2
Cc1ccc(NC(=O)COC(=O)C2CC3C=CC2C3)cc1S(=O)(=O)N1CCCCC1 (configuration not stated)	85	78	-5	-37	-5	-2	3	-107	6	-1.7
COc1ccc(C(=O)Nc2cc(C)on2)cc1	87	99	0	-22	-9	2	1	x	5	0.7
CCOc1ccc(-c2csc(NC(=O)C3CCCO3)n2)cc1 (configuration not stated)	91	92	0	-9	-8	-5	2	-8	5	-0.5
CCCC(=O)Nc1cccc(NC(=O)CN2CCN(c3ccccc3OC)CC2)c1	95	100	x	-7	1	6	2	2	4	-1.9
O=C(Cn1cnc2c(nnn2-c2ccc(F)cc2)c1=O)N1CCCc2ccccc21	79	77	0	-33	x	-5	7	-1	6	-1.0
CN(C)c1ccc(C(=O)Nc2cc(C(F)(F)F)ccc2-n2cncn2)cc1	99	99	1	-14	-9	-2	1	-14	2	-1.0
O=C(NCC(c1cccnc1)N1CCOCC1)c1ccco1 (configuration not stated)	93	99	0	4	-15	-12	0	-1	25	-4.0
O=C(O)CSCNC(=O)CC12CC3CC(CC(C3)C1)C2	102	104	x	-4	-20	0	-1	-10	6	-3.3

The results go on.
SMILES	bCat KO growth	PTEN del growth	Phagocyt inh	BB579 growth dn	Yeast lifespan up	GALR2 blocker	NPY Y2 blocker	E-sel TNF inh	Measles CPE	MRP-1 activ
CCOC(=O)N1CCC(NC(=O)c2cc(C(=O)NCc3cccc(Cl)c3)ccc2CO)CC1	79	77	1	-6	-3	-10	2	x	39*	-2.9
Cc1nc2ccc(-c3nc4cc(N)ccc4o3)cc2[nH]1	88	85	0	-10	-8	-3	2	0	6	-0.8
CC(=O)Nc1ccc(OCC(O)CN2CCN(c3ccc(C)c(Cl)c3)CC2)cc1 (configuration not stated)	84	77	0	-43	-6	-7	-1	-14	8	-1.7
Cc1cc2cc(CN(CCN3CCOCC3)C(=O)Nc3ccccc3F)c(=O)[nH]c2cc1C	98	83	0	-18	12	1	1	7	3	-5.0
CCN(CC)C(=S)SCC(=O)c1ccc(Br)cc1	56	60	3	-15	3	-5	5	16	5	1.0
O=C(NC(=S)NC1CCCCCCCCCCC1)c1cccnc1	99	84	4	-16	-8	2	3	8	5	-4.0
COc1ccc2c(c1OC)C(=O)N(c1cccc(C)c1)C2	86	91	-1	19	-9	-1	5	15	3	0.6
CCOc1ccccc1C(=O)N1CCC(n2nnc3cc(C(F)(F)F)ccc32)CC1	77	81	0	-75	-9	7	-1	-16	19	-0.3
O=C(CCS(=O)(=O)c1cccs1)N1CCN(c2ccc(F)cc2)CC1	88	94	x	-13	-6	-1	3	x	5	-1.2
COc1cccc(-c2nnc(SCC(=O)N3CCCC3=O)n2-c2ccccc2)c1	99	94	0	-15	-2	16	3	-35	6	-2.1
CN1CCN(S(=O)(=O)c2cccc(S(=O)(=O)c3cccc(S(=O)(=O)N4CCN(C)CC4)c3)c2)CC1	84	82	-1	-11	-3	1	1	13	4	0.1
CCn1c(SCC(=O)Nc2cc(C)on2)nc2c1c(=O)n(C)c(=O)n2C	93	92	-2	-22	-17	-11	2	x	4	-1.2
Cc1cc(/C=N/NC(=O)C(O)(c2ccccc2)c2ccccc2)c(C)n1-c1ccc(C(=O)O)cc1	95	89	-8	-15	2	-12	2	x	23	-0.6
COc1ccc([N+](=O)[O-])cc1NCc1ccccc1	45	38	x	-23	-7	-1	5	x	9	-2.6
CC(C)COC(=O)CNc1n[nH]c(=S)[nH]c1=O	104	110	-1	-30	13	-5	-1	-6	12	-0.8
CC(C)(C)NC(=O)C1CCN(C(=O)c2ccc(Br)cc2)CC1	96	99	-4	-30	-5	0	3	-14	5	-2.6
O=C(NCc1ccc2c(c1)OCO2)c1cc(-c2ccccc2)on1	90	103	-1	-43	-7	-7	8	-16	16	-1.7
